High-throughput results deposited in PubChem BioAssay by several laboratories.
HDAC3 inhib: blocks human histone deacetylase 3. O15379. recombinant HDAC3, fluorogenic peptide/trypsin coupled, fluorescence. inhibition, % at 8.3 µM. 320,000 tested, 0.15% active. AID 2718; in the data active = inhibition above about 26%, passing the limit was not always enough
ANO1 block: mouse TMEM16A channel inhibition, primary screen; AID 588511; HEK293 TMEM16A/YFP iodide influx fluorescence, ionomycin; normalized B-score (activity score, 25-100; higher = stronger inhibition) at 10 µM; 310,000 tested, 1.2% active; Q8BHY3;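 active = ratio plate-corrected score three or more library SD toward inhibition, starting fluorescence score within five deviations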;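 also: score derived from kinetic fluorescence span divided by baseline fluorescence per well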
SKKanGAS inh: SKKanGAS growth inhibition; 300,000 tested, 1.3% active; inhibition, % at 7.5 µM; S. pyogenes SKKanGAS, kanamycin growth, BacTiter-Glo, 6 h;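 active = mean replicate score, as percent of positive control median, at least 50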;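 also: strain carries kanamycin resistance gene driven by streptokinase promoter and grows in 40 µg/ml kanamycin; loss of luminescence reflects streptokinase promoter inhibition or plain growth inhibition; 0% = median of DMSO wells and 100% = positive control at its reference dose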
RGS4 pot: potentiators or activators of RGS4; HEK293 M3R/inducible RGS4, carbachol calcium flux Fluo4; hits give low values; B-score at 10 µM; 310,000 tested, 0.92% active; AID 463111;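 active = B-score of the integrated calcium signal more than 4 SD below the library mean, with starting fluorescence not abnormally high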;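 also: negative B-score means reduced calcium response which marks RGS4 activation or potentiation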
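test system = HEK293 cells with stable M3R and inducible RGS4 | schedule = recording 10 s baseline at 1 Hz, 100 s post-agonist | technique = Fluo4-AM (2 µM) calcium-flux fluorescence, kinetic read | measure = Agonist-evoked peak-minus-minimum fluorescence over baseline, integrated ratio, B score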
KCNK9 block: inhibitors of human KCNK9 two-pore domain potassium channel | HEK293 KCNK9, FluxOR thallium flux fluorescence; hits give low values | AID 488922 | B-score at 10 µM | 310,000 tested, 1.2% active;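 active = ratio B-score over 3 SD below the library mean, with starting fluorescence within 5 SD of its mean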;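 also: negative B-score means less thallium flux so channel inhibition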
Target sequence (Q9NPC2 whole entry, looked up, the tested form may be a part): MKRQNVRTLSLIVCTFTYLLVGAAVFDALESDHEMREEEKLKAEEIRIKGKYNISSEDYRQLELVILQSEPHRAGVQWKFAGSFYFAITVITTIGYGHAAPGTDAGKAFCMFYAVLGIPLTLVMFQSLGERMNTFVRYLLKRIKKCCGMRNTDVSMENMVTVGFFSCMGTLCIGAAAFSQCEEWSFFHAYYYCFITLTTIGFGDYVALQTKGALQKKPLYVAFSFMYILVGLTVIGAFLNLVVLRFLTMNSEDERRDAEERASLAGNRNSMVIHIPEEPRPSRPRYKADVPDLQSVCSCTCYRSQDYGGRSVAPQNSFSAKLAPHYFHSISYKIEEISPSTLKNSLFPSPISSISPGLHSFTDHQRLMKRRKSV
ANO1 activ: activates or potentiates the mouse TMEM16A chloride channel | HEK293 TMEM16A/YFP-H148Q/I152L, iodide quench fluorescence; hits give low values | 340,000 tested, 0.3% active | AID 623877 | B-score at 10 µM;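 active = fluorescence-ratio B-score plate-corrected deviation score at least 3 library SD below zero, with starting fluorescence score within 5 deviations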;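 also: channel opened by trigger with iodide after compound preincubation; score built on the fluorescence ratio of max minus min over baseline; more negative score means more quench and so TMEM16A activation or potentiation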
KCNK3 inh: human KCNK3 channel inhibition, primary screen; O14649; CHO-KCNK3 thallium flux, FluxOR fluorescence; hits give low values; B-score at 10 µM; 340,000 tested, 0.84% active; AID 602410;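 active = B-score under library mean minus 4 SD, starting fluorescence ratio at most library mean plus 5 SD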;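 also: more negative B-score means stronger inhibition of thallium flux through KCNK3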
Target sequence (O14649 whole entry, looked up): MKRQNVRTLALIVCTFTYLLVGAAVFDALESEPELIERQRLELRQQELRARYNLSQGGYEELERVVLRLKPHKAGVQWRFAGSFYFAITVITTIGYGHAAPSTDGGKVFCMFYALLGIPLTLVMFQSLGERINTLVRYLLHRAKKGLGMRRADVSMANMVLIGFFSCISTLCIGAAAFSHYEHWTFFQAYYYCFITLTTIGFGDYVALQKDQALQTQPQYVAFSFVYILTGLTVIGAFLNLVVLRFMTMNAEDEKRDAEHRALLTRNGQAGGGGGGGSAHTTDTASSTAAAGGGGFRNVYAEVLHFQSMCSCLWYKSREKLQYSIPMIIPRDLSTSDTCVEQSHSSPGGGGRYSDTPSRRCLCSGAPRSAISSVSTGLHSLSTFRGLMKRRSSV
KCNQ1 block: human KCNQ1 channel inhibition. B-score at 10 µM. CHO-K1 KCNQ1, FluxOR thallium flux fluorescence; hits give high values. AID 2642. 310,000 tested, 1.3% active. P51787;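 active = compounds whose thallium flux B-score, printed positive for inhibition, exceeds three library SD while starting fluorescence stays within three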;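 also: channel opened by potassium depolarization with thallium stimulus after 20 min compound exposure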
KCNQ1 pot: human KCNQ1 channel potentiation or activation; CHO-K1 KCNQ1, thallium flux FluxOR fluorescence; hits give high values; B-score at 10 µM; 310,000 tested, 0.35% active; AID 2648;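 active = fluorescence ratio B-score, a plate-corrected score, at least three library SD, with initial intensity B-score within 5 SD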
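Schedule – 37 °C overnight plating, 90-min dark dye load, 20-min compound pretreatment · System – stable KCNQ1 CHO-K1 line · Probe or stimulus – thallium- and potassium-containing depolarizing buffer · Measured by – kinetic FluxOR fluorescence, 10 s baseline plus 110 s post-stimulus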
RGS4 block: human RGS4 inhibition | P49798 | HEK293 M3R/RGS4 inducible, Fluo-4 calcium flux; hits give high values; triggered by carbachol at its EC20 | B-score at 10 µM | 310,000 tested, 0.45% active | AID 463165;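 active = B-score, a plate-corrected calcium signal, over three deviations above library mean, with baseline fluorescence within five deviations of library mean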;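 also: RGS4 expression induced by doxycycline in cells with stable M3 receptor; B-score is computed from the integrated fluorescence ratio over baseline after carbachol; higher B-score means a larger calcium signal and so more RGS4 inhibition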
hERG protect: hERG (human) protection from proarrhythmic block. 310,000 tested, 0.51% active. CHO-hERG, FluxOR thallium flux, dofetilide IC70 present. activation (rescue from dofetilide block), less the hit threshold, % at 10 µM. Q12809;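 active = activation above the mean of controls blocked by dofetilide plus 5 SD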;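 also: thallium influx through hERG after potassium depolarization seen as dye fluorescence rise; in these data hits start at about 4.7%; inactives centre near -7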
Active calls of the source: *; i = inactive; / = no result given. Not all compounds are listed, so the mix of outcomes need not match the whole.

SMILES	HDAC3 inhib	ANO1 block	SKKanGAS inh	RGS4 pot	KCNK9 block	ANO1 activ	KCNK3 inh	KCNQ1 block	KCNQ1 pot	RGS4 block	hERG protect
O=C(CNC(=O)c1ccc(Cl)cc1)Nc1ccc(Br)cc1C(=O)c1ccccc1	-2.4	i	4.5	i	i	i	i	i	i	i	-3.7
Cc1cc(OCC(=O)N2CCC(C(=O)NCC(C)C)CC2)c2c3c(c(=O)oc2c1)CCCC3	11.7	i	-0.6	i	i	i	i	i	i	i	-9.6
Cc1ccc(/C=C2\C(=O)NC(=O)N(CCc3ccc(F)cc3)C2=O)s1	0.0	i	2.6	i	i	i	i	i	i	i	-4.7
C=CCNC(=O)c1c(N)n(Cc2ccco2)c2nc3ccccc3nc12	-44.1	i	16.5	i	i	i	i	i	i	i	-10.0
O=C1C2CCCN2C(c2cccs2)N1c1ccccn1 (configuration not stated)	-2.2	i	-3.5	i	i	i	i	i	i	i	-8.9
Cn1c(O)c(C=Nc2ccc3c(c2)CCC3)c(=O)n(C)c1=O	2.1	i	-17.3	i	i	i	i	i	i	i	-10.9
Cc1cc(=O)oc2cc(OCC(=O)N3C[C@H]4C[C@@H](C3)c3cccc(=O)n3C4)ccc12	-7.3	i	1.2	i	i	i	i	i	i	i	-5.1
Cc1cc(/C=C2\C(=O)NC(=O)N(Cc3ccco3)C2=O)c(C)n1-c1ccc(O)cc1	9.4	i	-0.4	i	i	i	i	i	i	i	-5.4
CCOc1ccc(CN2CCN(C(=O)Cc3ccccc3)CC2)cc1	1.2	i	4.4	i	i	i	i	i	i	i	-3.0
CCOC(=O)C1=C(N)Oc2ccccc2C12C(=O)N(CC(=O)OC)C(CC(=O)OC)=C2C(=O)OC (configuration not stated)	-7.8	i	-1.5	i	i	i	i	i	i	i	-9.1
NS(=O)(=O)c1cccc(N2CCNCC2)c1	9.6	i	4.1	i	i	i	i	i	i	i	-10.5
Cc1csc(=N)n1Cc1ccccc1	-1.9	i	-4.8	i	i	i	i	i	i	i	-9.6

Another view of 3 compounds above:
Values in the order: HDAC3 inhib	ANO1 block	SKKanGAS inh	RGS4 pot	KCNK9 block	ANO1 activ	KCNK3 inh	KCNQ1 block	KCNQ1 pot	RGS4 block	hERG protect
CCOC(=O)C1=C(N)Oc2ccccc2C12C(=O)N(CC(=O)OC)C(CC(=O)OC)=C2C(=O)OC (configuration not stated)
→ -7.8	i	-1.5	i	i	i	i	i	i	i	-9.1
NS(=O)(=O)c1cccc(N2CCNCC2)c1
→ 9.6	i	4.1	i	i	i	i	i	i	i	-10.5
Cc1csc(=N)n1Cc1ccccc1
→ -1.9	i	-4.8	i	i	i	i	i	i	i	-9.6

In another format: entries from further up
mol: Cn1c(O)c(C=Nc2ccc3c(c2)CCC3)c(=O)n(C)c1=O
  HDAC3 inhib = 2.1
  ANO1 block = i
  SKKanGAS inh = -17.3
  RGS4 pot = i
  KCNK9 block = i
  ANO1 activ = i
  KCNK3 inh = i
  KCNQ1 block = i
  KCNQ1 pot = i
  RGS4 block = i
  hERG protect = -10.9

mol: Cc1cc(=O)oc2cc(OCC(=O)N3C[C@H]4C[C@@H](C3)c3cccc(=O)n3C4)ccc12
  HDAC3 inhib = -7.3
  ANO1 block = i
  SKKanGAS inh = 1.2
  RGS4 pot = i
  KCNK9 block = i
  ANO1 activ = i
  KCNK3 inh = i
  KCNQ1 block = i
  KCNQ1 pot = i
  RGS4 block = i
  hERG protect = -5.1

mol: Cc1cc(/C=C2\C(=O)NC(=O)N(Cc3ccco3)C2=O)c(C)n1-c1ccc(O)cc1
  HDAC3 inhib = 9.4
  ANO1 block = i
  SKKanGAS inh = -0.4
  RGS4 pot = i
  KCNK9 block = i
  ANO1 activ = i
  KCNK3 inh = i
  KCNQ1 block = i
  KCNQ1 pot = i
  RGS4 block = i
  hERG protect = -5.4

(next part)
SMILES	HDAC3 inhib	ANO1 block	SKKanGAS inh	RGS4 pot	KCNK9 block	ANO1 activ	KCNK3 inh	KCNQ1 block	KCNQ1 pot	RGS4 block	hERG protect
CNc1cc(Cl)c2nonc2c1[N+](=O)[O-]	/	/	34.6	i	i	i	i	10*	i	17.2*	-23.9
O=C1NC(=O)N(C2CCCCC2)C(=O)C1C1c2ccccc2C(=O)N1Cc1ccccc1 (configuration not stated)	3.6	i	3.7	i	i	i	i	i	i	i	-6.5
COc1ccc(CN2C(=O)NC(=O)/C(=C/c3ccc([N+](=O)[O-])s3)C2=O)cc1	3.5	i	12.8	i	i	i	i	i	i	8.89*	-1.1
COc1cccc(NC(=O)N2CCC3(CC2)OCCO3)c1	4.3	i	3.7	i	i	i	i	i	i	i	-11.0
CC(C)Oc1ccc(C2(C#N)CC[N+](C)(C)CC2)cc1	5.2	i	-0.1	i	i	i	i	i	i	i	-9.0
Cc1ccc(CN2C(=O)CN=C(c3ccccc3)c3ccccc32)cc1	6.8	i	-1.8	i	i	i	i	i	i	i	-3.7
Fc1ccc(CCNCc2ccccc2Cl)cc1	1.5	i	20.3	i	i	i	i	i	i	i	-5.2
COC(=O)C1=C(c2ccc(S(C)(=O)=O)cc2)C[C@@H]2CC[C@H]1N2C(=O)NCC1CC1	-1.4	i	-0.3	i	i	i	i	i	i	i	-8.3
Cn1c(O)c(C=Nc2ccccc2-c2ccccc2)c(=O)n(C)c1=O	-7.9	i	15.5	i	i	i	i	i	i	i	-5.8
Cc1nc2ccc(Cl)cc2c(=O)n1-c1ccc([N+](=O)[O-])cc1	-0.8	i	0.3	i	i	i	i	i	i	i	-6.7
NS(=O)(=O)c1ccc(-c2ccc(C=C3C(=O)NC(=O)NC3=O)o2)cc1	4.5	i	2.7	i	i	i	i	i	i	i	-0.8
CCCCCn1c(=O)c(C(=O)NCCc2ccccc2)c(O)c2ccccc21	-3.1	i	16.8	i	i	i	i	i	i	i	-8.7
